# LRH-1 inv ag: LRH-1 (NR5A2) inverse agonists, primary screen, cell-based, luminescence, HEK293T, StAR-luciferase reporter | LRH-1 transfected, 24 h | 360,000 compounds, 0.13% hits | inhibition, % at 3.6 µM | AID 602396, 2012;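 active = inhibition above the mean inhibition of all tested compounds plus 3 SD, cut at about 73% in these data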;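 note: 0% = DMSO wells and 100% = reporter-only cells lacking LRH-1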
# TRAIL sens C8: viability loss with TRAIL in NB7+C8 cells, primary screen, TRAIL sensitizer project, cell-based, ATPlite luminescence. inhibition (viability loss, TRAIL sensitization), % at 10 µM. 360,000 compounds, 1% hits. AID 624354, 2012;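 active = compounds causing at least 50% loss of cell viability in the single-dose screen, relative to plate controls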
# SRC3 inh: SRC3 coactivator transcriptional activity inhibitors, primary screen, cell-based, luminescence. Nuclear receptor coactivator 3 (Homo sapiens), Q9Y6Q9. HEK293 GAL4-SRC3 luciferase reporter. inhibition, % at 3.6 µM. 360,000 compounds, 0.17% hits;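 active = inhibition above a per-campaign cutoff, the mean of all compounds plus 3 SD, cut at about 60% in these data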;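 note: 0% = DMSO-treated cells and 100% = gossypol-treated cells at 36 µM; higher means less SRC3-driven luciferase light from the GAL4 reporter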
# TROY NFkB inh: inhibitors of TROY-driven NF-kB signaling, primary screen, Q293 LMP1-TROYcd cells, NF-kB luciferase, uHTS; Q293 LMP1-TROYcd NF-kB luciferase reporter, 4 h; inhibition, % at 10 µM; 360,000 compounds, 0.98% hits;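 active = compounds whose plate-normalised and pattern-corrected inhibition of the luciferase reporter signal at the single screening dose is 50% or more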
# CF NFkB inh: inhibitors of PAF-induced NF-kB signaling, primary screen, cell-based, GFP fluorescence, uHTS; inhibition, % at 5 µM; AID 588850, 2011; KKLEB NF-kB-GFP reporter, GFP fluorescence overnight; 360,000 compounds, 0.86% hits;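 active = at least 50% inhibition at 5 µM, scaled per plate between neutral and stimulator controls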;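 note: PAF is a Pseudomonas aeruginosa culture filtrate used as stimulus; plate controls were PAF-stimulated DMSO wells for no effect and unstimulated DMSO wells for full effect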
# SRC1 inh: SRC1 coactivator transcriptional activity inhibitors, primary screen, cell-based, luminescence. Nuclear receptor coactivator 1 (Homo sapiens), Q15788. 360,000 compounds, 0.12% hits. HEK293 GAL4-SRC1 luciferase reporter. inhibition, % at 3.6 µM;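 active = inhibition above the campaign mean plus 3 SD, with each screening campaign given its own cutoff, cut at about 60% in these data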;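 note: 0% = DMSO treated cells and 100% = gossypol at 36 µM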
# NR2F2 inh: NR2F2 transcriptional activity inhibitors, primary screen, cell-based, luciferase reporter, HEK293T, luminescence | HEK293T NGFI-A luciferase reporter | inhibition, % at 8.6 µM | COUP transcription factor 2 (Homo sapiens), P24468 | 370,000 compounds, 0.7% hits;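 active = inhibition above a per-plate cutoff, mean inhibition of test wells between control levels plus 3 SD, cut at about 38% in these data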;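 note: cells cotransfected with COUP-TFII expression vector driving the NGFI-A reporter; 0% = median of COUP-TF2 test wells and 100% = reporter-only cells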
# EBV LMP1 NFkB: EBV LMP1-driven NF-kappaB luciferase reporter inhibitors, primary screen, cell-based, luminescence, single point; LMP1-induced NF-kappaB luciferase reporter cells; 350,000 compounds, 0.69% hits; inhibition, % at 12.5 µM; AID 504558, 2011; in the data active = inhibition above about 41%;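 note: 0% = neutral control wells and 100% = reference inhibitor control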
# KKLEB cytotox: cytotoxicity in KKLEB CF airway cells, primary screen, cytotoxicity control for CF NF-kB inhibitor project, cell-based, uHTS, fluorescence assay plates. AID 602141, 2011. KKLEB CF airway cells viability, ATPlite luminescence, overnight; stronger effect = lower value; cells stimulated with P. aeruginosa culture filtrate. 360,000 compounds, 0.36% hits. activity change (cytotoxicity), % at 5 µM;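 active = corrected activity change at or below -50% at 5 µM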
# Shn3 inh set2: reduction of Shn3 3'UTR firefly luciferase signal, primary screen, Schnurri-3 inhibitor project, cell-based, Clone20 osteoblasts, set 2 | AID 588674, 2011 | 360,000 compounds, 0.52% hits | inhibition, % at 12.5 µM | Clone20 osteoblast Shn3 3'UTR firefly luciferase, 24 h;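 active = mean inhibition of at least 75% with every replicate also reaching 75%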;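 note: 0% = median of neutral control wells and 100% = pilot-screen positive control compound; some compounds past the cut are filed as inactive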
# TWEAK Fn14 block: inhibitors of TWEAK-Fn14 signaling, primary screen, luciferase reporter cells, uHTS | TWEAK-stimulated Fn14 reporter cells, luciferase luminescence, 8 h | inhibition, % at 10 µM | 360,000 compounds, 2% hits | AID 1159606, 2016; in the data active = inhibition above about 50%
# * marks the source's active call; other numbers are inactive results; · = no result given.
SMILES,LRH-1 inv ag,TRAIL sens C8,SRC3 inh,TROY NFkB inh,CF NFkB inh,SRC1 inh,NR2F2 inh,EBV LMP1 NFkB,KKLEB cytotox,Shn3 inh set2,TWEAK Fn14 block
Cn1cc(S(=O)(=O)c2ccccc2)c(=O)c2cc(F)c(N3CCOCC3)cc21,5,-8,4,-3,-1,10,8,0,1,1,25
CC1CC(C)CN(C(=O)CNS(=O)(=O)c2ccc(Br)s2)C1 (stereo not drawn),10,5,8,-5,-16,2,-3,6,15,-3,1
Cc1cc(C)nc(-n2cc(C(=O)c3cc(F)ccc3O)cn2)n1,1,-7,18,-4,12,-17,-1,-4,1,8,-5
Cc1ccc(C(=O)NCC(=O)N(C)Cc2ccc(Cl)cc2Cl)s1,-15,-5,-6,-22,4,-22,-1,4,-15,-7,-16
COc1ccc(/C=C2\SC(=O)N(CC(=O)NC3CCS(=O)(=O)C3)C2=O)cc1 (stereo not drawn),7,5,-28,-27,1,-11,7,-5,-9,-4,-3
CNC(=S)N(Cc1ccc(OC)cc1)C1CC(=O)N(c2ccc(OC)cc2)C1=O (stereo not drawn),11,-7,9,11,9,-7,16,-2,-1,-2,2
CCCCOc1ccc(C(C)NC(=O)CCS(=O)(=O)Cc2ccc(Cl)cc2)cc1 (stereo not drawn),-6,-7,12,8,5,4,2,-4,-1,12,-7
CC(=O)n1cc([C@H]2C=C(C(=O)N3CCN(Cc4ccc5c(c4)OCO5)CC3)O[C@@H](OCCCCO)C2)c2ccccc21,28,2,-5,-1,-17,5,8,-3,5,26,-18
O=C(N/N=C/c1ccccn1)c1cccc(S(=O)(=O)N2CCCC2)c1,13,13,11,-13,-22,7,-5,4,16,-25,-8
C=CCn1c(SCC(=O)Nc2cc(C)on2)nnc1C1COc2ccccc2O1 (stereo not drawn),-5,-3,14,-7,-11,-9,-1,-1,15,3,16
Cc1ccc(S(=O)(=O)N2C[C@]3(O)C[C@@H]4C(=O)N(c5ccccc5)C(=O)[C@@H]4C[C@]3(OC(=O)NC3CCCC3)C2)cc1,6,6,1,0,4,-24,-10,-13,5,-2,-38
CC(CCc1ccccc1)NCC(O)COc1ccccc1 (stereo not drawn),-6,-4,12,-8,10,-8,-32,-5,-9,-16,-9
Cc1nnc2sc(-c3ccc(NC(=O)c4ccc(-c5ccc(Cl)cc5Cl)o4)cc3)nn12,-10,12,-8,5,-7,-7,-14,1,-10,-6,-29
Cc1ccc(S(=O)(=O)c2cc3ccc(O)cc3oc2=O)cc1C,14,-13,-17,6,-22,-7,5,-3,8,-1,13
COc1ccc(C2C(C(=O)c3sc(C)nc3C)=C(O)C(=O)N2CCCn2ccnc2)cc1 (stereo not drawn),-33,-6,-35,-57,8,-13,5,-21,-8,-52,-13
CS(=O)(=O)N(CC(=O)N1CCc2ccccc2C1)c1ccccc1F,-2,7,12,-6,-19,-6,0,·,9,19,-5
COc1ccc(C2(C)NC(=O)N(CC(=O)NCc3ccccc3F)C2=O)cc1 (stereo not drawn),1,9,3,-11,7,-19,5,0,-1,-9,20
CS(=O)(=O)N1CCN(C(=O)Cc2ccc(Br)cc2)CC1,10,-13,-27,6,-1,-1,-5,-1,5,-12,15
COc1ccccc1C1C(C#N)=C(N)N(N(C)C)C2=C1C(=O)CC(C)(C)C2 (stereo not drawn),7,-5,-6,18,-8,10,-2,3,-16,6,13
CCOc1ccccc1N1CCN(C(=O)c2ccc(-c3ccc(OC(C)=O)cc3)cc2)CC1,-3,-13,-1,39,-1,16,-12,-2,-6,-5,2
Cc1ccc2cc(CCNC(=O)c3ccc(S(=O)(=O)N4CCOCC4)cc3)c(=O)[nH]c2c1C,-5,13,-30,-9,9,-41,-10,-10,-10,9,15
CC1CCCN(C(=O)c2ccc3c(=O)n4nc(Nc5ccccc5)sc4nc3c2)C1 (stereo not drawn),-41,29,0,-5,-43,-6,-8,-10,-2,11,-24
CCOC(=O)c1[nH]c(C)c(C(=O)Nc2ccc3c(c2)OCCO3)c1C,-12,5,-13,10,11,-9,-20,-20,4,28,50
CC(C)OC(=O)CSc1ncnc2c1cnn2-c1ccccc1,-2,-2,-10,-42,10,-1,11,2,-10,-30,-2
Cc1n[nH]c(=O)c2c(NC(=O)CSc3nn(-c4ccc(F)cc4)c(=S)s3)oc(C)c12,9,36,-34,10,29,-11,13,-5,-4,8,-17

# Arranged by count of non-hydrogen atoms (lowest first): eleven of the compounds above
SMILES,LRH-1 inv ag,TRAIL sens C8,SRC3 inh,TROY NFkB inh,CF NFkB inh,SRC1 inh,NR2F2 inh,EBV LMP1 NFkB,KKLEB cytotox,Shn3 inh set2,TWEAK Fn14 block
CC1CC(C)CN(C(=O)CNS(=O)(=O)c2ccc(Br)s2)C1 (stereo not drawn),10,5,8,-5,-16,2,-3,6,15,-3,1
CC(CCc1ccccc1)NCC(O)COc1ccccc1 (stereo not drawn),-6,-4,12,-8,10,-8,-32,-5,-9,-16,-9
Cc1cc(C)nc(-n2cc(C(=O)c3cc(F)ccc3O)cn2)n1,1,-7,18,-4,12,-17,-1,-4,1,8,-5
CCOC(=O)c1[nH]c(C)c(C(=O)Nc2ccc3c(c2)OCCO3)c1C,-12,5,-13,10,11,-9,-20,-20,4,28,50
COc1ccc(/C=C2\SC(=O)N(CC(=O)NC3CCS(=O)(=O)C3)C2=O)cc1 (stereo not drawn),7,5,-28,-27,1,-11,7,-5,-9,-4,-3
Cn1cc(S(=O)(=O)c2ccccc2)c(=O)c2cc(F)c(N3CCOCC3)cc21,5,-8,4,-3,-1,10,8,0,1,1,25
C=CCn1c(SCC(=O)Nc2cc(C)on2)nnc1C1COc2ccccc2O1 (stereo not drawn),-5,-3,14,-7,-11,-9,-1,-1,15,3,16
CC1CCCN(C(=O)c2ccc3c(=O)n4nc(Nc5ccccc5)sc4nc3c2)C1 (stereo not drawn),-41,29,0,-5,-43,-6,-8,-10,-2,11,-24
COc1ccc(C2C(C(=O)c3sc(C)nc3C)=C(O)C(=O)N2CCCn2ccnc2)cc1 (stereo not drawn),-33,-6,-35,-57,8,-13,5,-21,-8,-52,-13
Cc1ccc2cc(CCNC(=O)c3ccc(S(=O)(=O)N4CCOCC4)cc3)c(=O)[nH]c2c1C,-5,13,-30,-9,9,-41,-10,-10,-10,9,15
Cc1ccc(S(=O)(=O)N2C[C@]3(O)C[C@@H]4C(=O)N(c5ccccc5)C(=O)[C@@H]4C[C@]3(OC(=O)NC3CCCC3)C2)cc1,6,6,1,0,4,-24,-10,-13,5,-2,-38

# The results go on:
SMILES,LRH-1 inv ag,TRAIL sens C8,SRC3 inh,TROY NFkB inh,CF NFkB inh,SRC1 inh,NR2F2 inh,EBV LMP1 NFkB,KKLEB cytotox,Shn3 inh set2,TWEAK Fn14 block
Cc1ccc(SCc2cn3cc(Cl)ccc3n2)cc1,-65,8,-65,-65,13,-41,-42,-20,-5,-4,-8
O=S(=O)(c1ccccc1)n1cc(-c2ccccn2)c(N2CCOCC2)n1,-14,2,10,-11,-6,-5,-17,-2,-1,15,-13
c1ccc(C2Nc3ccccc3Oc3ccccc32)cc1 (stereo not drawn),8,-8,21,11,-3,-2,-19,2,-3,-2,24
Cc1ccc(C(=O)N2CCC(C(=O)NC3CCCC3)CC2)cc1,-2,-12,4,10,9,1,-3,-3,-8,1,-8
COc1ccc(CNCCC(c2ccc(OC)cc2)c2ccccc2OC)cc1 (stereo not drawn),-4,21,-8,9,1,-54,-5,4,2,9,-8
Cc1ccc(OCCNC(=O)CNC(=O)c2ccc(C)cc2)cc1,-6,-17,-11,7,-16,-4,8,-2,11,1,-5
Cc1cccc(NC(=O)CN2CCN(C(=O)CN3C(=O)NC4(CC(C)CC(C)(C)C4)C3=O)CC2)c1C (stereo not drawn),10,-2,3,-4,6,-9,9,9,3,51,7
COc1ccc(NC(=S)N(CCCOC(C)C)C2CCN(C(C)=O)CC2)cc1Cl,12,1,7,-10,-21,4,-7,0,21,-3,-2
O=C(NCC(c1cccs1)N1CCOCC1)c1ccc(Cl)nc1 (stereo not drawn),26,-13,20,11,1,-18,-10,-1,10,-1,-6
CCN(CC)S(=O)(=O)c1ccc(NCc2ccccn2)nc1,3,-1,6,4,-6,-20,0,-5,11,1,-3
COc1ccc(/C=N/OCC(=O)N(Cc2ccc(OC)cc2)c2ccccc2C(=O)O)cc1,-8,-7,14,26,11,-3,4,0,9,-9,-10
Cc1nc(S(=O)(=O)N(C)Cc2ccccc2)c(C#N)c(C)c1Cl,2,5,7,2,-3,1,-9,-6,2,-55,5
CCOc1ccc(NC(=O)c2cc3c(=O)n(C)c4ccccc4c3n2C)cc1,6,21,22,-6,-45,-7,-23,1,-12,8,28
CC(C)n1c2ccccc2c2cc([N+](=O)[O-])ccc21,7,-15,-3,12,10,5,5,-2,-21,-9,-2
CCOc1nc(Nc2ccc(OC)cc2)nc(OCC)n1,10,14,9,-11,12,-6,6,2,-11,9,4
CCn1c(-c2ccccc2)c(C(=O)CCl)c2ccccc21,-1,5,2,34,106*,-9,-18,9,-102*,15,39
CCCN1C(=O)C2C(C(=O)Nc3cccc(OC)c3)C3C=CC2(O3)C1C(=O)NC1CCCCC1 (stereo not drawn),-19,-14,-16,-1,-12,5,-1,-7,15,-1,-8
COc1ccc([C@H]2CC(=O)C=C(c3ccccc3C(F)(F)F)C2)cc1,-9,-6,-1,3,25,-7,-2,-3,-20,11,10
CCOC(=O)C1=C(N)N(c2ccccc2)C(=O)C1,8,-5,11,-6,0,-14,9,-6,2,-4,-2
COc1ccc(-c2[nH]ncc2CN(C)Cc2cccnc2)c(OC)c1,-6,3,28,-3,-1,4,-8,-1,-5,-11,-4
CN1C(=O)CC(N2CCN(c3ccc(Cl)cc3)CC2)C1=O (stereo not drawn),10,-5,12,0,-3,-11,-6,-5,-9,-3,8

# This is a subset; rates above refer to the full screens.
